TbPYK inhibitor: T. brucei pyruvate kinase inhibition. AID 624173. TbPYK enzyme, Kinase-Glo Plus ATP luminescence, 45 min. 410,000 tested, 0.12% active. Potency, µM (doses to about 76.8 µM), for the others: at the top dose activity, negative = inhibition, actives largely listed as inhibitors. Q57TT1; also: potency is read from the fitted curve at half-maximal effect; % is scaled to controls: 0 for no effect and ±100 for the full control effect; nearly all actives have a fitted effect of over 50% in size
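Screened from lowest to highest concentration, compounds were pinned into TbPYK/substrate mixtures, and ADP (130 uM final) was added. Plates sat at room temperature for 45 min prior to Kinase-Glo Plus detection by luminescence.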
Shiga toxin inh: blocks Shiga toxin action in Vero cells; Vero cells, Shiga toxin protein synthesis inhibition reporter; inhibition, % at 38.7 µM; 290,000 tested, 9.2% active; in the data active = inhibition mostly above about 28%, no sharp cut-off; inactive = mostly below about 43%; also: 0% is about no effect
Pf growth 48h: inhibits P. falciparum growth in the first generation, 48 h; Potency, µM (titrated, usually from 28.7 µM), for the others: at the top dose activity change, negative = inhibition, usual class: inhibitors; P. falciparum luciferase growth in erythrocytes, 48 h; AID 504832; 310,000 tested, 5.9% active; also: potency is read from the fitted curve at half-maximal effect; % is scaled to controls: 0 for no effect and ±100 for the full control effect
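In quantitative HTS format, infected erythrocytes bearing luciferase-reporter parasites were treated for a single generation at 37 C. Luminescence after adding detection reagent served as the growth measure.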
AmpC inh no detg: AmpC beta-lactamase inhibition without detergent | AmpC nitrocefin hydrolysis, absorbance 480 nm, 0.0001% Triton | 330,000 tested, 0.52% active | Potency, µM (titrated, usually from 57.1 µM), without a hit: at the top dose activity change, negative = inhibition, hits mostly inhibitors | P00811;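 also: potency is read from the fitted curve at half-maximal effect; plate controls were no compound for no effect and no enzyme for full effect; nearly all actives have a fitted effect of over 20% in size; some results filed as inactive show a strong effect at the top dose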
Target sequence (P00811 whole entry, looked up): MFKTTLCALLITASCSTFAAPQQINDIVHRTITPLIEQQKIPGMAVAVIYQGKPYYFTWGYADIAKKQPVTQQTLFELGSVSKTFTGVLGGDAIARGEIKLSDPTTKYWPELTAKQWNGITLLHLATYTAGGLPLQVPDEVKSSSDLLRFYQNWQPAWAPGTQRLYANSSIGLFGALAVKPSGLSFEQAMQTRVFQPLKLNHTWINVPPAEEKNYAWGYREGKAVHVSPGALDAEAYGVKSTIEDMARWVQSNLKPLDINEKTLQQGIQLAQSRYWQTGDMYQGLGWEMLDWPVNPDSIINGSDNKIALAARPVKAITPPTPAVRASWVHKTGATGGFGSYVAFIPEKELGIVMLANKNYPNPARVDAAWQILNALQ
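AmpC (5.3 nM in the dispensed reagent) in 20 mM phosphate pH 7.0 with 0.01% (detergent screen) or 0.0001% Triton X-100 was preincubated with compounds for 15 min at room temperature. Nitrocefin was then added from an 800 uM solution, and hydrolysis was followed at 480 nm.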
Cycloheximide cs: affects cycloheximide protein synthesis inhibition readout, counter-screen; cell reporter, cycloheximide protein synthesis inhibition counterscreen; max response, %; 300,000 tested, 12% active; AID 2314; in the data active = max response mostly above about 13%, no sharp cut-off; inactive = mostly below about 14%; also: read at 38.3 µM for the half of the compounds with a filed dose; 0% is about no effect
Pf growth 96h: inhibits malaria parasite growth, 96 h; Potency, µM (highest dose often 28.7 µM), for the others: top-dose activity change, negative = inhibition, hits mostly inhibitors; P. falciparum luciferase reporter growth, 96 h; 320,000 tested, 6.9% active; AID 504834; also: potency is read from the fitted curve at half-maximal effect; % is scaled to controls: 0 for no effect and ±100 for the full control effect
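P. falciparum expressing integrated firefly luciferase, in erythrocytes at 2% hematocrit, 0.05% parasitemia, incubated with compounds 96 h at 37 C, 5% CO2. Growth inhibition read as loss of luminescence; two-generation exposure targets delayed-death apicoplast inhibitors.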
LmPK inh: LmPK (Leishmania mexicana) enzyme inhibition; AID 1721; Potency, µM (titrated, usually from 57.5 µM), for the others: top-dose activity change, negative = inhibition, actives largely listed as inhibitors; Q27686; 290,000 tested, 0.37% active; purified LmPK, Kinase-Glo ATP luminescence, 1 h; also: potency is read from the fitted curve at half-maximal effect; % is scaled to controls: 0 for no effect and ±100 for the full control effect
Target sequence (Q27686 whole entry, looked up): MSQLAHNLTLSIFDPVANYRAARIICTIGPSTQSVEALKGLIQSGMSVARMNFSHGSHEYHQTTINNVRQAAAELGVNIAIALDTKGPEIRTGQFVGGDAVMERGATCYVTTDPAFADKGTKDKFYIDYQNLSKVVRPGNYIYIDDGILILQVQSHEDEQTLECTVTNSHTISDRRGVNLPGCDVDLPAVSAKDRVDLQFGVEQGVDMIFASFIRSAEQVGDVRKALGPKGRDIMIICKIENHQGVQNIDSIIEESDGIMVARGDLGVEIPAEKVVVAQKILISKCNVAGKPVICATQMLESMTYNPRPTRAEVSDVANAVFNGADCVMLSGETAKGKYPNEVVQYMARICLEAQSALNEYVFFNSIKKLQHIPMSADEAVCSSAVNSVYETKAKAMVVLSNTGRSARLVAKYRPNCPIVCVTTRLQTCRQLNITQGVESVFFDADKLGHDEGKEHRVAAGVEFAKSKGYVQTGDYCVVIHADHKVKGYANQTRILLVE
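Purified LmPK (0.1 nM) with 0.5 mM PEP and 0.1 mM ADP in imidazole buffer pH 7.2 with MgCl2/KCl, 1 h at room temperature. ATP formed was read by luciferase luminescence and normalized to no-enzyme and uninhibited controls.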
An asterisk follows results filed as active; ? = inconclusive; nt = no result given; [ ] = remark or other dose. Unless noted, calls follow the shape of the dose curve; as a rule, active = well fitted curve in the direction sought with a large enough effect; inconclusive = small, poorly fitted or top-dose-only effect, or another doubt; inactive = no such curve, though single readings can be large; an effect the other way counts as inactive or inconclusive.

compound,TbPYK inhibitor,Shiga toxin inh,Pf growth 48h,AmpC inh no detg,Cycloheximide cs,Pf growth 96h,LmPK inh
CC(=O)NCC(=O)N1CCCC(C(=O)c2ccc(Oc3ccccc3)cc2)C1 (stereo not drawn),0%,20,3%,158%[activator],13,3%,4%
CN(C)CCCNC(=O)CC(c1ccc(F)cc1)c1ccco1 (stereo not drawn),-22%,-7,1%,-12%,-4,?,1%
COc1ccc(Cl)cc1NC(=O)NCCN1CCNC1=O,4%,-3,?,-1%,1,-7%,-14%
CC(C)C(=O)Nc1cc2c3c(c1)CCC(=O)N3CCC2,-2%,-11,14%,-2%,7,33%,-3%
COC(=O)Cc1cc(=O)oc2cc(OC)ccc12,-6%,28,18%,-20%,5,71%[activator],7%
CCCCn1nc(C(=O)NCC(c2cccs2)N2CCOCC2)c2ccccc2c1=O (stereo not drawn),4%,nt,9.3µM*,148%[activator],nt,?,nt
O=C(c1cc(Br)ccc1Cl)N1CCN(c2ncccn2)CC1,-2%,-4,1%,2%,-2,3%,-3%
O=C(O)COc1ccc(-c2nc(-c3ccccc3)c(-c3ccccc3)[nH]2)cc1,5%,-4,18%,-22%,-4,-2%,2%
COc1ccccc1C(=O)C1CCCN(C(=O)c2ccc(C(C)=O)s2)C1 (stereo not drawn),-5%,-2,-19%,-6%,13,?,7%
Cc1cccc(-c2noc(CSc3ccccc3)n2)c1,-8%,67*,128%[activator],-36%,44*,54%[activator],-6%

The last 2 compounds of the section before are carried over, then new ones follow:
compound,TbPYK inhibitor,Shiga toxin inh,Pf growth 48h,AmpC inh no detg,Cycloheximide cs,Pf growth 96h,LmPK inh
COc1ccccc1C(=O)C1CCCN(C(=O)c2ccc(C(C)=O)s2)C1 (stereo not drawn),-5%,-2,-19%,-6%,13,?,7%
Cc1cccc(-c2noc(CSc3ccccc3)n2)c1,-8%,67*,128%[activator],-36%,44*,54%[activator],-6%
CC(=O)Nc1ccc(Nc2cc(C)nc3c(-c4ccc(Cl)cc4)c(C)nn23)cc1,-9%,-7,?,-13%,-2,0%,-2%
COCCc1nc2ccc(C(=O)N3CCCCC3COC)cc2o1 (stereo not drawn),-4%,24,32%[activator],-7%,-1,0%,8%
COc1ccc(C(=O)CNc2cccc(F)c2)cc1,-9%,87*,46%[activator],-23%,50*,4%,-4%
CCOc1ccc(-n2cc(C(=O)N3CCN(C)CC3)c3cc(OC)c(OC)cc3c2=O)cc1,-8%,-5,2%,5%,-2,0%,2%
S=c1sc2c(Cl)ncnc2n1-c1ccccc1,2%,-27,-22%,-17%,-1,0%,-3%
Cc1cc(=O)[nH]c(SCC(=O)N2CCCC(C)C2)n1 (stereo not drawn),3%,-7,19%,0%,7,20%,-5%
CCOc1ccc(S(=O)(=O)Nc2cccc(C(=O)N3CCN(c4cccc(OC)c4)CC3)c2)cc1,-1%,nt,-25%,-16%,nt,?,nt
CSc1cc(-c2ccc(Cl)cc2)n(Cc2ccccc2)c(=O)c1C#N,-6%,-8,nt,-17%,7,32%[activator],-3%
CN1CCN(NC(=O)c2cc(-c3ccccn3)nc3ccccc23)CC1,0%,20,276%[activator],-28%,13,45%[activator],0%
CC(=O)C1=C(O)C(=O)OC1c1ccc(Cl)cc1 (stereo not drawn),1%,-19,-1%,-22%,-2,11%,9%

(cont.)
compound,TbPYK inhibitor,Shiga toxin inh,Pf growth 48h,AmpC inh no detg,Cycloheximide cs,Pf growth 96h,LmPK inh
O=C(CCC(=O)N(CC(=O)NC1CCCCC1)c1ccc(F)cc1)Nc1ccccn1,0%,-13,-5%,-9%,-5,-9%,-10%
O=C(COc1ccccc1O)NCCN1CCOCC1,4%,-7,21%,-6%,-3,11%,1%
COc1cc(/C=N/NC(=O)c2ccccc2O)ccc1OC(=O)CC1SC(=O)NC1=O (stereo not drawn),0%,58*,19%,-41%,30*,-12%,-14%
CC1Sc2ccc(S(=O)(=O)NCc3ccccc3)cc2NC1=O (stereo not drawn),-8%,13,-2%,-39%,2,13µM*,0%
O=c1[nH]c(/C=C2\C=Nc3ccccc32)c(O)n1Cc1ccccc1F,0%,40,?,-33%,2,-22%,1%
N=c1n(CC(=O)c2ccc(Br)s2)c2ccccc2n1Cc1ccccc1,3%,-15,?,12%,-5,?,2%
O=C(Nc1ccc(S(=O)(=O)N2CCOCC2)cc1)c1cc(S(=O)(=O)N2CCOCC2)ccc1Cl,3%,-11,?,81%[activator],-1,?,0%
C/C(CCc1ccc2c(c1)OCO2)=N\N=C(/N)SC1CC(=O)N(c2ccccc2F)C1=O (stereo not drawn),-10%,6,-16%,4%,-1,0%,5%
O=C1CCC(C(=O)N2CCCCCCC2)CN1Cc1cccc(C(F)(F)F)c1 (stereo not drawn),7%,-5,51%[activator],-9%,-3,33%[activator],-3%
Cc1cccc(Nc2nc(Cl)ncc2F)c1C,-4%,nt,3%,-22%,4,-13%,3%

New compounds follow.
compound,TbPYK inhibitor,Shiga toxin inh,Pf growth 48h,AmpC inh no detg,Cycloheximide cs,Pf growth 96h,LmPK inh
NC[C@H](Cc1ccccc1)NCCCCC1CCCCC1,2%,nt,?,-11%,nt,?,nt
O=C(Nc1cccc(S(=O)(=O)N2CCOCC2)c1)c1ccc(Cl)c([N+](=O)[O-])c1,1%,62,36%[activator],-24%[11.4 µM],-5,24%,3%
CCOC(=O)C1=C(CNCc2ccc(F)cc2)NC(=O)NC1c1cccc([N+](=O)[O-])c1 (stereo not drawn),8%,-5,?,23%,-2,?,3%
Cc1cc(NC(=O)CCC(=O)N(CC(=O)NCC2CCCO2)c2ccc(C)c(C)c2)no1 (stereo not drawn),-4%,-11,-6%,33%,-5,-17%,-5%
Cc1ccc(S(=O)(=O)N(CC#N)CC#N)cc1,1%,-11,16%,-9%,-2,261%[activator],1%
COC(=O)c1cccnc1NC(=S)NNC(=O)c1ccccc1,2%,32,nt,0%,8,?,-10%
C[C@@H](C(=O)NCCc1ccccc1F)N1C(=O)N2CCc3c([nH]c4ccccc34)[C@@]2(C)C1=O,-2%,30*,-30%,28%,23*,?,-4%
O=C1CCN(Cc2ccccc2)CCN1[C@H](CSc1ccccc1)c1ccccc1,1%,11,?,52%,-2,?,-8%
Cc1cccc(N2CCN(CC(=O)Nc3nccs3)CC2)c1C,-1%,3,nt,-4%,2,?,3%
O=C(CC1(O)C(=O)N(C/C=C/c2ccccc2)c2ccccc21)c1ccccn1 (stereo not drawn),-1%,-17,-13%,49%,-8,21%,-2%

A few values from the results shown.
O=C(CCC(=O)N(CC(=O)NC1CCCCC1)c1ccc(F)cc1)Nc1ccccn1 in Cycloheximide cs is entered as -5
Cc1cc(NC(=O)CCC(=O)N(CC(=O)NCC2CCCO2)c2ccc(C)c(C)c2)no1 (stereo not drawn) in Cycloheximide cs is entered as -5
COC(=O)Cc1cc(=O)oc2cc(OC)ccc12 in Cycloheximide cs is entered as 5
O=C(Nc1ccc(S(=O)(=O)N2CCOCC2)cc1)c1cc(S(=O)(=O)N2CCOCC2)ccc1Cl in Shiga toxin inh is entered as -11
O=C1CCC(C(=O)N2CCCCCCC2)CN1Cc1cccc(C(F)(F)F)c1 (stereo not drawn) in AmpC inh no detg is entered as -9%
O=C(c1cc(Br)ccc1Cl)N1CCN(c2ncccn2)CC1 in Shiga toxin inh is entered as -4
CC(=O)C1=C(O)C(=O)OC1c1ccc(Cl)cc1 (stereo not drawn) in LmPK inh is entered as 9%

Further results.
compound,TbPYK inhibitor,Shiga toxin inh,Pf growth 48h,AmpC inh no detg,Cycloheximide cs,Pf growth 96h,LmPK inh
CC(C)CNC(=O)COC(=O)/C=C/c1ccccc1[N+](=O)[O-],0%,8,7%,nt,0,16%,-1%
OCC(CO)NC1C[C@](O)(CO)[C@@H](O)[C@H](O)[C@H]1O (stereo partly drawn),-2%,nt,8%,nt,nt,14%,nt
Cc1ccc(CNC(=O)c2ccc(N3CCC4(CC3)CC(c3ccccc3)=NO4)c([N+](=O)[O-])c2)cc1,-2%,2,?,-59%,-3,?,0%
O=C(NCCCn1ccnc1)c1ccc(S(=O)(=O)N2CCCCCC2)cc1,-7%,-22,-1%,-9%,1,14%,-2%
COc1ccccc1NC(=O)NCCc1c[nH]c2ccccc12,6%,8,-6%,-37%,-2,4%,-2%
COC(=O)CN(c1ccc2c(c1)OCCO2)S(=O)(=O)c1ccccc1,-1%,-13,0%,-10%,-1,16%,5%
COc1cc(/C=N/NC(N)=S)ccc1OCC(=O)Nc1ccc(C)c(C)c1,-2%,-15,-15%,nt,-1,-21%,0%
S=c1[nH]nc(-c2ccccc2)n1Cc1ccccc1,?,-16,16%,-34%,-1,0.41µM*,10µM*
CCOCCn1c(CN2CCN(C)CC2)nc2c1c(=O)n(C)c(=O)n2C,3%,5,0%,-19%,-6,25%,-2%
CCCCCN=CC1=C(O)CC(c2ccccc2)CC1=O (stereo not drawn),-16%,-6,-14%,-16%,7,-9%,-9%

Following part.
compound,TbPYK inhibitor,Shiga toxin inh,Pf growth 48h,AmpC inh no detg,Cycloheximide cs,Pf growth 96h,LmPK inh
COc1ccc(C(CNC(=O)COc2ccccc2C)N2CCOCC2)cc1 (stereo not drawn),5%,nt,-26%,84%[activator],nt,?,nt
CCCCCCSc1nsc(NC(C)=O)n1,-10%,59*,122%[activator],-17%,30*,5%,-6%
c1ccc(CCNCCOc2ccccc2)cc1,16%,nt,9%,-17%,-2,?,1%
COc1cc2c(cc1O)C(Cc1ccc(O)cc1)NCC2 (stereo not drawn),-9%,-18,5%,-23%,-4,10%,0%
O=C(c1ccccc1)n1c(=O)cc[nH]c1=O,1%,nt,?,-3%,nt,74%[activator],nt

High-throughput results as filed in PubChem.
